p53 reactivator = mutant p53 re-activation in reporter cells | actives 0.063% (n = 320,000) | AID 504706 | Potency, µM (titrated, usually from 92.2 µM), without a hit: top-dose activity change, positive = activation, actives largely listed as activators | H1299 p53-A138V BP100-luciferase reporter, luminescence, 24 h; also: potency is read from the fitted curve at half-maximal effect; % of control where 0% means no effect; nearly all actives have a fitted effect of over 45% in size
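p53-null H1299 cells stably carrying temperature-sensitive p53-A138V and a BP100-luciferase reporter were pinned with compounds (4-point, 1:5 series) and held 24 hrs at 37 deg C. Luminescence was read 10 min after detection reagent.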
FLuc modulator = inhibits or activates purified firefly luciferase, miR-21 counter-screen | purified FLuc, Km substrates, luminescence inhibition | Potency, µM (top dose mostly 57.5 µM), for inactives: at the highest dose activity change, negative = inhibition, actives largely listed as inhibitors | actives 6.9% (n = 360,000);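 also: potency is read from the fitted curve at half-maximal effect; plate controls were vehicle for no effect and reference inhibitor for full effect; nearly all actives have a fitted effect of over 55% in size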
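Biochemical qHTS of compounds, final roughly 60 µM downward over six points, against 10 nM purified firefly luciferase using Km concentrations of substrates (10 uM D-luciferin, 10 uM ATP) in Tris acetate pH 7.5 buffer; luminescence output.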
BRCA1 expr up = BRCA1 expression activation; MCF7-BRCA1-FFLuc reporter, luminescence, 48 h; response scale: scaled: vehicle 0%, 10 µM genistein 100%; Potency, µM (series often up to 46.1 µM), for the others: at the highest dose activation, usual class: activators; actives 1.1% (n = 380,000); also: potency is read from the fitted curve at half-maximal effect; nearly all actives have a fitted effect of over 80% in size; some results filed as inactive show a strong effect at the top dose
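Cells: MCF7-BRCA1-FFLuc, 2000/well. Exposure: 48 h, 37 °C, 5% CO2. Read: luminescence, 15 min post-substrate. Controls: genistein 10 microM (maximal activation), DMSO (neutral).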
TRPV1 agonist = activates the human vanilloid receptor TRPV1; Q8NER1; TRPV1-expressing cells, Fluo-8 calcium influx, agonist mode; activation, % at 8.33 µM; actives 0.19% (n = 320,000); in the data active = activation above about 80%; inconclusive = between about 30% and that limit; also: 0% is about no effect
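Cells expressing TRPV1 were dye-loaded with Fluo-8 and read kinetically: 10 s baseline, 3 min after compound (agonist portion), then 2 min after EC20 capsaicin (allosteric enhancer portion). Calcium-bound dye fluorescence at 480/520 nm.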
NPC1 prom act = activators of NPC1 promoter; Huh7 NPC1 promoter luciferase reporter, 24 h; Potency, µM (series often up to 9.22 µM), for inactives: at the top dose activation, most hits filed as activators; actives 2.4% (n = 320,000); AID 485313;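 also: potency is read from the fitted curve at half-maximal effect; % of control where 0% means no effect; nearly all actives have a fitted effect of over 60% in size; reporter is driven by a mutant NPC1 promoter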
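In 1536-well qHTS, Huh7 cells harboring an NPC1 promoter–luciferase construct received compound for 24 h; activation was quantified by luminescence following luciferase reagent addition.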
RORg inh = ROR gamma (mouse) transcription inhibition. Drosophila S2 Gal4-RORgamma UAS-luciferase reporter, 20 h. Potency, µM (highest dose often 53.6 µM), for inactives: at the highest dose activity change, negative = inhibition, most hits filed as inhibitors. actives 5.4% (n = 310,000). AID 2551; also: potency is read from the fitted curve at half-maximal effect; % is scaled to controls: 0 for no effect and ±100 for the full control effect; nearly all actives have a fitted effect of over 60% in size
Target sequence (P51450 whole entry, looked up, the tested form may be a part): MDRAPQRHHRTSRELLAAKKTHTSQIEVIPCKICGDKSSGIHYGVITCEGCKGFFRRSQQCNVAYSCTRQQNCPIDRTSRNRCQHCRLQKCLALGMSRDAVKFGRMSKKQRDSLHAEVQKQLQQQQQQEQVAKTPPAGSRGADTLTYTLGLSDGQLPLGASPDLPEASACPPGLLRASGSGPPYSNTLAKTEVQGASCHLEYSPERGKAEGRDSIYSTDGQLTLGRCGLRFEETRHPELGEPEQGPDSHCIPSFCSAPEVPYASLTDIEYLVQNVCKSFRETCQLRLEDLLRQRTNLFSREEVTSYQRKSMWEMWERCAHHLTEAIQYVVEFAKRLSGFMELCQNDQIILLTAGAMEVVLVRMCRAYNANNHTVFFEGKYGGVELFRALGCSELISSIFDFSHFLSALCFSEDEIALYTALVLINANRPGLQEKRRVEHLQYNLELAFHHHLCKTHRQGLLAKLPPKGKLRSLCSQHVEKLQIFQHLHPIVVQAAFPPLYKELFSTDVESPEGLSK
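Schneider cells (Drosophila), stable Gal4 DBD–ROR gamma + UAS-luc; 1 hr cmpd preincubation; Cu2+ induction 700 uM final; 20 hr ambient; luminescence.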
Tb PFK block = T. brucei PFK enzyme inhibition; T. brucei PFK, ADP-Glo luminescence; Potency, µM (top dose mostly 57.5 µM), for inactives: top-dose activity, negative = inhibition, actives largely listed as inhibitors; O15648; actives 0.17% (n = 330,000); AID 485367;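 also: potency is read from the fitted curve at half-maximal effect; 0% = uninhibited 1x PFK enzyme wells and -100% = no-enzyme wells; nearly all actives have a fitted effect of over 60% in size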
Target sequence (O15648 whole entry, looked up): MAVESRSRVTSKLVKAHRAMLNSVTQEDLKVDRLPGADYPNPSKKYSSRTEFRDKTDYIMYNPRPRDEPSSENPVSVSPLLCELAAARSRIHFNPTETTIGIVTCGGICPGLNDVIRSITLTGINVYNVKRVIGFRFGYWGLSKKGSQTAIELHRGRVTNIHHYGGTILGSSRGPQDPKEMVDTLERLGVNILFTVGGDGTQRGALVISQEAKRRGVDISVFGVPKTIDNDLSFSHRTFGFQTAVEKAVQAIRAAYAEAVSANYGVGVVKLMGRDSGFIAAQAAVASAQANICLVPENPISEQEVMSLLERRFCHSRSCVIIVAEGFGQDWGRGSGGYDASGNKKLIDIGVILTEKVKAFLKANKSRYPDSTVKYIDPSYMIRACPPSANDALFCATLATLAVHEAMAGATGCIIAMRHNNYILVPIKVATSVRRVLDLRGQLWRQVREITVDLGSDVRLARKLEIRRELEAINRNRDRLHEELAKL
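Activity is normalized to no-enzyme wells (full inhibition) and 1.25 nM enzyme wells (no inhibition). Reaction: 0.5 mM F6P, 0.1 mM ATP, 45 min RT, ADP-Glo luminescence; concentration-response curves fitted and classed by quality.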
ELG1 DNA repair = ELG1-dependent DNA repair inhibition; Potency, µM (top dose mostly 46.1 µM), without a hit: at the top dose activity change, negative = inhibition, most hits filed as inhibitors; actives 2.3% (n = 330,000); HEK293T ELG1-luciferase reporter, luminescence, 16 h; DNA damage induced by 5-fluorouridine; also: potency is read from the fitted curve at half-maximal effect; % is scaled to controls: 0 for no effect and ±100 for the full control effect; nearly all actives have a fitted effect of over 55% in size
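Quantitative HTS, concentration-response format. 2,000 cells/well co-treated with 5-fluorouridine and compound, 16 hr in 5% CO2 at 37 °C; ONE-Glo luminescence read after 30 min.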
ELG1 genotox = induces genotoxicity in HEK293T cells with luciferase-tagged ELG1. AID 504466. actives 1.3% (n = 330,000). Potency, µM (series often up to 46 µM), for inactives: top-dose activity change, positive = activation, actives largely listed as activators. HEK293T ELG1-luciferase reporter, luminescence, 16 h; also: potency is read from the fitted curve at half-maximal effect; % of control where 0% means no effect; nearly all actives have a fitted effect of over 60% in size
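Genotoxicity was scored as increased ELG1-luciferase reporter signal, measured by ONE-Glo luminescence (30 min, room temperature). Compound or vehicle exposure of the HEK293T reporter cells lasted 16 hr at 37°C.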
Rab9 promoter act = activates the Rab9 promoter. Huh7 Rab9 promoter-luciferase reporter, luminescence, 24 h. Potency, µM (highest dose often 9.22 µM), for inactives: at the top dose activation, negative = inhibition, usual class: activators. actives 2.8% (n = 320,000). AID 485297; also: potency is read from the fitted curve at half-maximal effect; % of control where 0% means no effect; nearly all actives have a fitted effect of over 60% in size
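Huh7 reporter line, Rab9 promoter upstream of luciferase. Compound exposure 24 h at 37 °C in reduced-serum medium with 10% FBS. Read-out: luminescence.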
VP16 counter = inhibits Gal4-VP16 luciferase reporter, ROR gamma counter-screen. Drosophila S2 Gal4-VP16 UAS-luciferase, luminescence, 20 h. Potency, µM (series often up to 53.6 µM), for inactives: at the top dose activity, negative = inhibition, hits mostly inhibitors. actives 3.5% (n = 310,000). AID 2546;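 also: Gal4-VP16 expression switched on by copper sulfate through the metallothionein promoter; potency is read from the fitted curve at half-maximal effect; % is scaled to controls: 0 for no effect and ±100 for the full control effect; nearly all actives have a fitted effect of over 50% in size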
* marks the source's active call; other numbers are inactive results; [ ] = another dose, or the depositor's remark. Unless noted, calls follow the shape of the dose curve; as a rule, active = well fitted curve in the direction sought with a large enough effect; inconclusive = small, poorly fitted or top-dose-only effect, or another doubt; inactive = no such curve, though single readings can be large; an effect the other way counts as inactive or inconclusive.

`O=c1ccc2ccc(O[C@@H]3O[C@H](CO)[C@@H](O)[C@H](O)[C@H]3O)c(O)c2o1` gave p53 reactivator -17%, FLuc modulator -2%, BRCA1 expr up 0%, TRPV1 agonist -1, NPC1 prom act 1%, RORg inh 21%, Tb PFK block 0%, ELG1 DNA repair 21%, ELG1 genotox 2%, Rab9 promoter act 2% and VP16 counter 2%.
`CCOC(=O)COc1nc(OC)nc(N2CCOCC2)n1` gave p53 reactivator -8%, FLuc modulator 1%, BRCA1 expr up -2%[1.84 µM], TRPV1 agonist 0, NPC1 prom act 2%, RORg inh -19%, Tb PFK block -6%, ELG1 DNA repair 1%, ELG1 genotox 0%, Rab9 promoter act 2% and VP16 counter -7%.
Cc1[nH]c2ccccc2c1/C=N/NC(=O)c1ccccc1 was read as p53 reactivator 11%, FLuc modulator inconclusive, BRCA1 expr up -1%, TRPV1 agonist 1, NPC1 prom act 0%, RORg inh 16%, Tb PFK block 2%, ELG1 DNA repair inconclusive, ELG1 genotox 4%, Rab9 promoter act -1% and VP16 counter -4%.
Screening CN(C)S(=O)(=O)c1ccc(C(=O)NN2C(=O)NC3(CCCCC3)C2=O)cc1 returned p53 reactivator -2%, FLuc modulator 6%, BRCA1 expr up -16%, TRPV1 agonist 2, NPC1 prom act -1%, Tb PFK block -2%, ELG1 DNA repair 21%, ELG1 genotox 0% and Rab9 promoter act 11%.
`N#Cc1c(N)nc(SCc2ccncc2)c(C#N)c1-c1cccs1` gave p53 reactivator -29%, FLuc modulator -7%, BRCA1 expr up -82%, TRPV1 agonist 0, NPC1 prom act -7%, RORg inh -29%[0.365 µM], Tb PFK block -13%, ELG1 DNA repair 5.2µM*, ELG1 genotox -17% and Rab9 promoter act -18%.
For CCCCCCC(O)(CCN1CCCCC1)c1ccccc1 (configuration not stated) the results were p53 reactivator -3%, FLuc modulator 6%, BRCA1 expr up -15%, TRPV1 agonist 2, NPC1 prom act -4%, RORg inh 0%, Tb PFK block -3%, ELG1 DNA repair -8%, ELG1 genotox -11%, Rab9 promoter act -7% and VP16 counter -16%.
For CC#CC[N+](C)(C)CCCCCC the results were p53 reactivator 2%, FLuc modulator 3%, BRCA1 expr up -9%, TRPV1 agonist -2, NPC1 prom act -1%, RORg inh 23%, Tb PFK block 2%, ELG1 DNA repair 17%, ELG1 genotox -3%, Rab9 promoter act 0% and VP16 counter 0%.
Screening Cc1nnc(SCC(=O)Nc2ccccc2N2CCOCC2)s1 returned p53 reactivator 4%, FLuc modulator 7%, BRCA1 expr up 2%, TRPV1 agonist -5, NPC1 prom act -9%, RORg inh -25%, Tb PFK block -5%, ELG1 DNA repair -4%, ELG1 genotox 2%, Rab9 promoter act -4% and VP16 counter -1%.
For Cc1ccc(-c2onc3ccc(C4OCCO4)cc23)cc1 the results were p53 reactivator 16%, FLuc modulator 7.6µM*, BRCA1 expr up 38%, TRPV1 agonist inconclusive, NPC1 prom act 27%, RORg inh -8%, Tb PFK block 2%, ELG1 DNA repair inconclusive, ELG1 genotox 10%, Rab9 promoter act inconclusive and VP16 counter -8%.
`CC(C)CCn1nc(C(=O)OC(C)C(=O)NC(N)=O)c2ccccc2c1=O` (configuration not stated) gave p53 reactivator -1%, FLuc modulator 3%, BRCA1 expr up -5%, TRPV1 agonist 9, NPC1 prom act -1%, RORg inh 13%, Tb PFK block 1%, ELG1 DNA repair 0%, ELG1 genotox -6%, Rab9 promoter act -3% and VP16 counter -1%.
Screening Cc1ccc2nc3c(cc(C#N)c(=N)n3CC3CCCO3)c(=O)n2c1 (configuration not stated) returned p53 reactivator inconclusive, FLuc modulator -3%, TRPV1 agonist 4, NPC1 prom act -1%, RORg inh 24%, Tb PFK block 5%, ELG1 DNA repair 14%, ELG1 genotox 2%, Rab9 promoter act -3% and VP16 counter 10%.
`COc1ccc(N2CCN(C(=O)c3ccc(N(C)S(=O)(=O)c4ccc(OC)cc4)cc3)CC2)cc1` gave p53 reactivator -1%, FLuc modulator -3%, BRCA1 expr up -5%, TRPV1 agonist 1, NPC1 prom act -7%, RORg inh 33%, Tb PFK block -3%, ELG1 DNA repair inconclusive, ELG1 genotox -7%, Rab9 promoter act -17% and VP16 counter -20%.
`CN1C(=O)N(C)c2cccc3cccc1c23` gave p53 reactivator -4%, FLuc modulator 5%, BRCA1 expr up 42%, TRPV1 agonist -2, NPC1 prom act -13%, RORg inh -21%, Tb PFK block 15%, ELG1 DNA repair 1%, ELG1 genotox -1%, Rab9 promoter act -2%[1.84 µM] and VP16 counter 2%.
For CC1(C)Cc2c(sc3ncn4nnnc4c23)CO1 the results were p53 reactivator -2%, FLuc modulator 5%, TRPV1 agonist -3, NPC1 prom act 1%, RORg inh 12%, Tb PFK block -5%, ELG1 DNA repair -2%, ELG1 genotox 0%, Rab9 promoter act 3% and VP16 counter 6%.
Screening O=C(CSCc1ccc([N+](=O)[O-])cc1)N/N=C/c1ccncc1 returned p53 reactivator -3%, FLuc modulator -1%, BRCA1 expr up -2%, TRPV1 agonist 24, NPC1 prom act -1%, RORg inh 21%, Tb PFK block -18%, ELG1 DNA repair -6%, ELG1 genotox 0%, Rab9 promoter act -3% and VP16 counter -2%.
For COC(=O)c1c(C)[nH]c(C(=O)CN2CCOCC2)c1C the results were p53 reactivator -3%, FLuc modulator 4%, BRCA1 expr up 1%, TRPV1 agonist -3, NPC1 prom act -3%, RORg inh -16%, Tb PFK block 1%, ELG1 DNA repair 6%, ELG1 genotox -1%, Rab9 promoter act 5% and VP16 counter 7%.
Screening Cc1ccc(NC(=O)CSCC(=O)Nc2ncc3c(n2)CC(c2ccco2)CC3=O)cc1 (configuration not stated) returned p53 reactivator 0%, FLuc modulator 5%, BRCA1 expr up 3%, TRPV1 agonist -2, NPC1 prom act 2%, RORg inh 2%, Tb PFK block -3%, ELG1 DNA repair -11%, ELG1 genotox 4%, Rab9 promoter act -3% and VP16 counter 5%.
For Cc1ccc2cc(C#N)c(N3CCCN(C(=O)c4cnccn4)CC3)nc2c1 the results were p53 reactivator 0%, FLuc modulator 0%, BRCA1 expr up -33%, TRPV1 agonist 1, NPC1 prom act 3%, RORg inh -10%, Tb PFK block 4%, ELG1 DNA repair inconclusive, ELG1 genotox 0%, Rab9 promoter act 0% and VP16 counter 0%.
CCOC(=O)C1=C(C)NC(=O)C(C(N)=O)C1c1ccccc1 (configuration not stated) was read as p53 reactivator 6%, FLuc modulator -1%, BRCA1 expr up 85%, TRPV1 agonist 0, NPC1 prom act -1%, RORg inh -13%, Tb PFK block -4%, ELG1 DNA repair 4%, ELG1 genotox 1%, Rab9 promoter act 9% and VP16 counter 0%.
Screening O=C(CCCn1c(SCC(=O)Nc2ccccc2C(F)(F)F)nc2ccccc2c1=O)NCC1CCCO1 (configuration not stated) returned p53 reactivator 2%, FLuc modulator -1%, BRCA1 expr up -3%, TRPV1 agonist -3, NPC1 prom act -2%, RORg inh 0%, Tb PFK block -1%, ELG1 DNA repair -7%, ELG1 genotox -2%, Rab9 promoter act -1% and VP16 counter -4%.
For COC/C=C/C1=CC2=CC(=O)C(C)(OC(=O)c3cnc4ccccc4n3)C(=O)C2=CN1Cc1ccccc1 (configuration not stated) the results were p53 reactivator -14%, FLuc modulator -4%, BRCA1 expr up -38%, TRPV1 agonist 0, NPC1 prom act -4%, RORg inh 13%, Tb PFK block 1%, ELG1 DNA repair inconclusive, ELG1 genotox inconclusive, Rab9 promoter act -9% and VP16 counter 0%.
Screening Cc1csc(=O)n1CC(=O)OCC(=O)NCc1ccccc1 returned p53 reactivator 10%, FLuc modulator 9%, BRCA1 expr up -8%, TRPV1 agonist 2, NPC1 prom act -1%, Tb PFK block 0%, ELG1 DNA repair inconclusive, ELG1 genotox 0% and Rab9 promoter act 1%.
Screening O=C(Nc1ccc(N2CCN(C(=O)c3cccs3)CC2)cc1)c1ccccc1F returned p53 reactivator 11%, FLuc modulator -4%, BRCA1 expr up -39%, TRPV1 agonist 1, NPC1 prom act -20%, RORg inh -17%, Tb PFK block -17%, ELG1 DNA repair inconclusive, ELG1 genotox -9%, Rab9 promoter act -6% and VP16 counter 4%.

Pulled by structure from the entries so far (two):
`CN1C(=O)N(C)c2cccc3cccc1c23` gave p53 reactivator -4%, FLuc modulator 5%, BRCA1 expr up 42%, TRPV1 agonist -2, NPC1 prom act -13%, RORg inh -21%, Tb PFK block 15%, ELG1 DNA repair 1%, ELG1 genotox -1%, Rab9 promoter act -2%[1.84 µM] and VP16 counter 2%.
Screening Cc1csc(=O)n1CC(=O)OCC(=O)NCc1ccccc1 returned p53 reactivator 10%, FLuc modulator 9%, BRCA1 expr up -8%, TRPV1 agonist 2, NPC1 prom act -1%, Tb PFK block 0%, ELG1 DNA repair inconclusive, ELG1 genotox 0% and Rab9 promoter act 1%.

Screening results from PubChem.
